PrPC TRFRET = inhibitors of human cell surface prion protein PrPC, primary screen, cell-based, TR-FRET | Major prion protein (Homo sapiens), P04156 | TR-FRET read-out | inhibition, % at 13.8 µM | 370,000 tested, 0.43% active; in the data active means inhibition above about 24%; further: 0% = median of the test wells and 100% = reference compound wells
VHR inh abs = VHR1 phosphatase inhibitors, primary screen, biochemical, absorbance, uHTS | Dual specificity protein phosphatase 3 (Homo sapiens), P51452 | recombinant VHR phosphatase, pNPP absorbance | inhibition, % at 13.3 µM | 290,000 tested, 0.52% active | AID 1654, 2009; in the data active means inhibition above about 50%; further: some compounds called inactive have numbers as strong as hits
MazF activator = activators of E. coli MazEF toxin-antitoxin RNase, primary screen, biochemical, fluorescence, uHTS; AID 504720, 2011; 350,000 tested, 0.32% active; FAM/BHQ RNA-DNA oligo cleavage fluorescence, 5 h; activation, % at 20 µM; Endoribonuclease toxin MazF (Escherichia coli (strain K12)), P0AE70; in the data active means activation above about 50%
Target sequence (P0AE70 whole entry, looked up): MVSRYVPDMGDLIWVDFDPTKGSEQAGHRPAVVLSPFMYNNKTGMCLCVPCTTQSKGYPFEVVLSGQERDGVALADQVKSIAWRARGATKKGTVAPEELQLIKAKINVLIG
3CLpro inhibitor = SARS-CoV 3CLpro protease inhibitors, primary screen, biochemical, quenched FRET. recombinant SARS-CoV 3CLpro, quenched FRET peptide cleavage. inhibition, % at 6 µM. 290,000 tested, 0.14% active. AID 1706, 2009; in the data active means inhibition above about 12%
Rv3671c protease = Rv3671c serine protease inhibitors, primary screen, biochemical, fluorescence polarization, M. tuberculosis H37Rv. P9WHR9. inhibition, % at 5.96 µM. 320,000 tested, 0.048% active. AID 2606, 2010; in the data active means inhibition above about 38%;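 further: extracellular domain of Rv3671c used as enzyme; 0% = enzyme with DMSO and 100% = no enzyme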
CCHF vOTU inh = CCHFV vOTU protease inhibitors, primary screen, biochemical, Pep-AMC substrate, fluorescence. inhibition, % at 11.5 µM. AID 651958, 2012. 370,000 tested, 0.55% active. Crimean-Congo hemorrhagic fever virus L polyprotein viral ovarian tumor (vOTU) protease …; in the data active means inhibition above about 30%; further: 0% = vehicle wells with enzyme and 100% = no enzyme wells
SSB-PriA inh = inhibitors of Klebsiella pneumoniae PriA binding to SSB C-terminal tail, primary screen, biochemical, AlphaScreen. inhibition, % at 33 µM. AlphaScreen SSBct-PriA binding, biotinylated peptide. 430,000 tested, 0.6% active. AID 1272365, 2023. PriA–SSB C-terminal tail interaction (Klebsiella pneumoniae); in the data active means inhibition mostly above about 37%, no sharp cut-off; inactive means mostly below about 20%;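 further: plate controls were negative control peptide for no effect and reference peptide for full effect; strong numbers were not always called active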
BoNT A protease = BoNT/A light chain protease inhibitors, primary screen, biochemical, flow cytometry, MLPCN library | Botulinum neurotoxin type A light chain protease (Clostridium botulinum A str. ATCC 3502) | AID 588499, 2011 | inhibition, % at 10 µM | multiplex microsphere protease substrate cleavage | 360,000 tested, 0.17% active; further: plate controls were buffer without enzyme for full effect and enzyme alone for no effect
BoNT F protease = BoNT/F light chain protease inhibitors, primary screen, biochemical, flow cytometry, MLPCN library; Botulinum neurotoxin type F light chain protease (Clostridium botulinum); Multiplex microsphere protease cleavage assay; inhibition, % at 10 µM; 360,000 tested, 0.22% active; AID 588497, 2011; in the data active means inhibition above about 35%, passing the limit was not always enough; inconclusive means no clear call, values can overlap the other calls; further: plate controls were buffer without enzyme for full effect and enzyme alone for no effect
Anthrax LF inh2 = Bacillus anthracis LF protease inhibitors, primary screen, biochemical, multiplex microsphere, MLPCN library | Lethal factor (Bacillus anthracis), P15917 | multiplex microsphere protease cleavage assay | inhibition, % at 10 µM | 360,000 tested, 0.12% active; further: plate controls were buffer without enzyme for full effect and enzyme alone for no effect
Target sequence (P15917 whole entry, looked up): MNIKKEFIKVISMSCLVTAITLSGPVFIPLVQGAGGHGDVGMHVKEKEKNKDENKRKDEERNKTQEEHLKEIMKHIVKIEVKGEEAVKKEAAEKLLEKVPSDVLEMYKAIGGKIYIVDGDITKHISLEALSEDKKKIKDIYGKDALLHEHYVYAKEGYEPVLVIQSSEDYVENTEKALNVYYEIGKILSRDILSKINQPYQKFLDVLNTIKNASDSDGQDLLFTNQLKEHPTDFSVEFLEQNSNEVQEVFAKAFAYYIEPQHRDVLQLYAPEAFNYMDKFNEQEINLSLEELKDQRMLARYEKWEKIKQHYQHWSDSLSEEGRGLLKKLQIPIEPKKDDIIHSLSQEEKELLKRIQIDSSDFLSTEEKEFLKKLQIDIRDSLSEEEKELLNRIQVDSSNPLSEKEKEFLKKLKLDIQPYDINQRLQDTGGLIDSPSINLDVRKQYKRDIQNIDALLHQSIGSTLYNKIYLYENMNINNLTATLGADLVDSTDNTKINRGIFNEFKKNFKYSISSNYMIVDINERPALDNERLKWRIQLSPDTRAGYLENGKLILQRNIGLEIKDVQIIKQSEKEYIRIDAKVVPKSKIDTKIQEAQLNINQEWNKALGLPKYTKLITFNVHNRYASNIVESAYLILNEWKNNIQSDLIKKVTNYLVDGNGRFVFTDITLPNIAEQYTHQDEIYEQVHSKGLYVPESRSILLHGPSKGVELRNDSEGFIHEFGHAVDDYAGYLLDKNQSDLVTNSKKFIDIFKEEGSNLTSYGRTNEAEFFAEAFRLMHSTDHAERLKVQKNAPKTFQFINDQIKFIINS
* = called active by the depositor; i = inactive; u = inconclusive; x = no result given. Unless noted, no stated cut-off is given here; in the data, active means inhibition above about 30%; inconclusive means no clear call, values can overlap the other calls; inactive means below that. An excerpt, so the mix of outcomes need not match the whole.

SMILES	PrPC TRFRET	VHR inh abs	MazF activator	3CLpro inhibitor	Rv3671c protease	CCHF vOTU inh	SSB-PriA inh	BoNT A protease	BoNT F protease	Anthrax LF inh2
c1coc(CNc2ncnc3c2oc2ccccc23)c1	8	8	4	-5	-9	-7	-8	-0.7	-3	-5
CCCCN1C(=O)C(CC(=O)NCC2CCCCC2)CC(C(=O)N(CC)CC)=C1C (centres undefined)	-3	x	-13	x	x	3	x	0.1	-4	-5
COC(=O)c1ccc(OCC(=O)NCCC2=CCCCC2)c(OC)c1	10	x	-4	x	-2	4	-3	-1.3	-10	-9
O=S(=O)(NCc1ccc2c(c1)OCO2)c1ccccc1F	7	16	-1	1	0	12	-5	1.3	7	0
O=C(CSc1nnc(CNC(=O)c2ccccc2)o1)NCc1ccccc1	-4	2	3	-5	2	8	-4	1.2	-3	-2
Cc1cc(C)cc(C(=O)N2CC(C)OC(C)C2)c1 (centres undefined)	-6	12	8	5	10	4	8	u	-1	0
COc1ccc(C2(c3ccc(OC)cc3)NC(=O)N(CC(=O)Nc3ccc(OC)c(OC)c3)C2=O)cc1	2	-3	8	2	0	9	-4	0.1	-4	-2
O=c1[nH]c(C2CCN(S(=O)(=O)c3ccc(S(=O)(=O)NC4CC4)cc3)CC2)nc2c1nnn2Cc1ccccc1	6	-17	6	6	-3	8	8	-1.7	-28	-13
COc1ccc2sc(-c3ccc(S(C)(=O)=O)cc3)c(-c3ccc4c(c3)OCCO4)c2c1	-17	x	-3	x	-13	-10	-13	-1.2	-11	0
NC(Cc1ccc(Cl)cc1)c1csc(NC(=O)NCCc2ccccc2)n1 (centres undefined)	-11	x	x	x	x	11	x	-0.5	-14	-9
CN(C)S(=O)(=O)c1cccc(NC(=O)CCNC(=O)c2ccccc2Cl)c1	0	-5	1	-3	-12	5	-7	-0.2	2	-2
Cc1onc(-c2ccccc2)c1CNC(=O)Nc1cccc(Cl)c1	14	13	8	8	-4	3	-13	-0.9	u	1
COC(=O)c1cc(Cl)c(NC(=O)/C=C/c2ccc(Cl)cc2Cl)cc1OC	-3	-18	-1	5	-7	-2	-1	-0.9	-8	-1
COc1ccc(NC(=O)c2oc3ccc(S(=O)(=O)N4CCOCC4)cc3c2C)c(OC)c1	-3	x	13	x	x	7	-4	x	x	x
O=[N+]([O-])c1ccc2nc(-c3cccnc3)[nH]c2c1	-21	1	-5	7	3	-1	4	2.2	19	11
CC(C)NC(=O)C1(N2C(=O)c3ccccc3C2=O)CCCC1	3	x	-15	x	x	11	-1	0.0	0	-4
CC(=O)Nc1ccc(S(=O)(=O)NCC2CCC(C(=O)NCCCOC(C)C)CC2)cc1 (centres undefined)	0	27	9	-2	4	-2	-9	x	x	x
CCOC(=O)c1ccc(NC(=O)CC2C(=O)OCCN2CC)cc1 (centres undefined)	-2	-11	5	2	-2	10	-19	-0.2	-5	-1
CCOC(=O)c1nnn(-c2nn3nnnc3c3ccccc23)c1C	0	-6	9	-8	-3	-15	7	0.6	-6	-4
CCOc1ccc(Nc2nc3c(C)cccc3cc2C#N)cc1	13	-2	19	-5	1	5	-18	-1.6	u	-9
Cc1cc2c(cc1S(=O)(=O)C(C)CC(=O)NCc1ccco1)OCC(=O)N2 (centres undefined)	-3	23	1	5	0	3	-2	-0.4	-2	0
COCCn1c(SCC(=O)Nc2ccc(C)cc2)nc2c(oc3ccccc32)c1=O	-2	-14	-4	0	-13	-30	-7	-0.3	-4	-1
COC(=O)CCN(C(=O)c1ccc(N2CCCC2)c([N+](=O)[O-])c1)c1ccccn1	0	11	4	3	5	0	0	-1.4	-4	-5
O=C(CCNC(=O)c1ccccc1Cl)Nc1cccc(S(=O)(=O)N2CCCC2)c1	-5	x	3	x	9	-2	-8	0.1	-4	0
CCCn1c(SCc2ccon2)nc2ccccc2c1=O	-1	21	-2	8	-5	-1	-29	-0.3	3	-4

Only 3CLpro inhibitor, MazF activator and VHR inh abs, for some of the entries so far:
| Structure | 3CLpro inhibitor | MazF activator | VHR inh abs |
| --- | --- | --- | --- |
| O=c1[nH]c(C2CCN(S(=O)(=O)c3ccc(S(=O)(=O)NC4CC4)cc3)CC2)nc2c1nnn2Cc1ccccc1 | 6 | 6 | -17 |
| COc1ccc2sc(-c3ccc(S(C)(=O)=O)cc3)c(-c3ccc4c(c3)OCCO4)c2c1 | x | -3 | x |

Following part:
SMILES	PrPC TRFRET	VHR inh abs	MazF activator	3CLpro inhibitor	Rv3671c protease	CCHF vOTU inh	SSB-PriA inh	BoNT A protease	BoNT F protease	Anthrax LF inh2
O=C(CC1C(=O)NCCN1Cc1ccc(-c2ccccc2)cc1)NCCc1ccccn1 (centres undefined)	2	13	-15	4	4	10	-6	-1.1	-3	0
CC(C)N1CCC1(C)C(=O)Nc1nccc2cccnc12 (centres undefined)	-6	x	x	x	x	-22	x	-0.5	-5	-4
Cc1ccnc(N2CCC(C(=O)NNC(=O)COc3cccc4ccccc34)CC2)n1	6	5	-31	4	4	-11	-11	-0.4	-5	-2
CC1(C(=O)NC2CCCCCC2)CCN1C(=O)Cc1ccc(-c2ccccc2)cc1 (centres undefined)	4	x	x	x	x	26	x	-0.4	-7	-7
CC(=O)c1ccc2c3c(cccc13)CC2	-6	-11	10	-1	3	-5	-16	-1.2	-20	-1
C=C(C)Cn1cnc2c(oc3nc4c(cc32)CCCC4)c1=O	5	-4	-5	6	-6	-5	-11	u	u	-16
Cc1ccc(S(N)(=O)=O)c(C)c1N1CCCC1=O	4	16	6	-2	3	-3	1	-0.9	4	8
O=[N+]([O-])c1ccc(CSc2ccccn2)cc1	-4	22	4	-1	10	-10	5	-0.9	6	-2
CN1CC(=O)N2Cc3[nH]c4ccccc4c3C[C@H]2C1=O	-4	61	-3	-7	-11	-11	6	0.8	14	4
Cc1ccc(C2C(C(=O)c3sc(C)nc3C)=C(O)C(=O)N2CCN(C)C)o1 (centres undefined)	-7	-1	-3	11	2	-2	-4	-1.0	5	-1
COc1ccc(CC2C(=O)N(c3ccccc3)C(=O)N(c3ccccc3)C2=O)c(OC)c1	3	-2	0	-2	-18	10	-7	-0.5	-5	-33
CC(C)c1cc(CN2CCN(C3CCCC3)C(CCO)C2)[nH]n1 (centres undefined)	-7	31	5	2	0	-2	-12	0.1	2	-2
COc1ccccc1OCC(=O)N1CCCC(N2CCN(c3ccc(F)cc3)CC2)C1 (centres undefined)	-11	11	4	-3	x	1	3	1.7	2	-3
COc1ccc(S(=O)(=O)N2CCC(Cc3ccccc3)CC2)cc1NC(C)=O	0	0	-10	8	7	-9	-5	0.0	21	-6
CC(=O)Nc1ccc(NC(=O)c2ccc(-c3c(C)noc3C)c3ccoc23)cc1	-7	x	x	x	x	13	x	0.2	6	0
COc1ccccc1NC(=O)N1CCCC1C(=O)Nc1ccc2c(c1)OCCO2 (centres undefined)	8	31	1	1	7	-5	0	0.2	-1	-2
O=C(Cc1ccccc1)Nc1nonc1NC(=O)c1ccccc1	8	21	2	2	-4	10	-2	0.2	u	-6
NS(=O)(=O)c1ccc(CNC(=O)c2ccccc2SCC(=O)N2CCCC2)cc1	3	x	-5	x	-11	-2	-6	0.5	-4	u
NS(=O)(=O)c1ccc(CCNC(=O)Cc2cccs2)cc1	4	18	0	-5	-9	17	-4	u	u	0
Cc1ccccc1-c1nc2ccccc2c(=O)n1C	8	7	2	3	6	-3	-12	0.8	-11	4
CC(=O)Nc1ccc(S(=O)(=O)N2CCCc3ccccc32)cc1	6	-4	1	9	2	-16	-10	-0.5	-1	2
Cc1cccc(NC(=O)Cn2cnc(S(=O)(=O)N3CCCC3)c2)c1C	-6	1	-3	3	-5	1	-6	0.9	-1	-1
Cc1cc(C)n(C(=O)c2cc3sccc3[nH]2)n1	-5	24	4	3	-5	-1	-5	0.9	2	-1
COc1ccccc1NC(=S)N1CCC(c2nc3ccccc3o2)CC1	-8	12	2	0	-5	-12	5	-0.1	0	1
Brc1ccc(CNc2nc3ccccc3n2CCN2CCCCC2)cc1	-7	4	-2	0	12	2	18	-6.3	u	-1

More structures follow.
SMILES	PrPC TRFRET	VHR inh abs	MazF activator	3CLpro inhibitor	Rv3671c protease	CCHF vOTU inh	SSB-PriA inh	BoNT A protease	BoNT F protease	Anthrax LF inh2
O=C(CN(CCc1ccccc1)C(=O)c1csnn1)NC1CCCC1	-2	16	-1	1	14	8	4	-0.8	-8	4
COc1cc2cc3c(N)c(C(=O)NCc4ccco4)sc3nc2cc1OC	x	4	3	-1	0	x	-5	3.0	1	2
CNC(=S)N/N=C/c1ccccc1OCC(=O)O	-6	-18	6	3	5	-5	x	1.5	1	-3
O=C(N/N=C/C=C/c1ccccc1)c1cc2c(ccc3ccccc32)o1	0	31	-32	-2	-9	-9	x	-1.0	-1	-2
CCN(CC)CCOC(=O)c1c(C)oc2ccc(OC)cc12	-3	32	-17	-2	1	-12	-7	0.1	-5	2
O=C(CCC(=O)Nc1ccccc1Cl)NNC(=O)C1CCCCC1	7	x	4	x	3	-5	0	-0.4	-7	-2
COCC(C)NS(=O)(=O)c1ccc(C)cc1 (centres undefined)	-5	-6	3	-4	4	8	-19	x	x	x
O=C(N/N=C/C=C\c1cccc([N+](=O)[O-])c1)c1cccnc1	-1	2	2	-1	6	-4	i	-4.7	u	-8
COc1ccc(-c2ccc(=O)n(Cc3cc(=O)n4ccccc4n3)n2)cc1	-13	20	-6	-2	6	-1	-21	-0.3	1	0
Cc1c(/C=N/n2cnnc2)c2ccccc2n1CCOc1ccccc1	-2	10	8	-4	3	6	x	-12	u	-3
O=C(c1cc2c(s1)CCCC2)N1CCC2(CC1)OCCO2	-6	2	1	4	9	3	-8	u	0	0
COc1ccc(C(=O)NC(=S)NNC(=O)c2cnccn2)cc1OC	-10	3	4	0	1	-8	16	-2.5	-9	-1
Cc1ccc(-c2noc(COc3ccccc3C)n2)cc1	-4	2	-4	0	4	0	-34	-1.1	-9	2
COc1cc(C(=O)NCC(=O)N/N=C/c2ccccn2)cc(OC)c1OC	-3	20	1	2	-3	7	x	-0.8	0	-2
Cc1ccc(/C=N/NC(=O)c2n[nH]c3c2CCCC3)cc1	8	-2	10	3	1	-13	i	x	x	x
CCOc1ccccc1NS(=O)(=O)c1cccs1	0	-6	-2	4	-4	3	-22	0.0	-6	-3
COc1ccc(CCn2c(C(C)C)nc3oc4ccccc4c(=O)c3c2=O)cc1	-3	8	9	4	5	0	-9	u	u	-7
Cc1ccc(NC(=O)C2CC(=O)n3c(nc4ccccc43)N2)cc1 (centres undefined)	0	16	-32	3	4	-11	-8	1.0	-3	0
CC(C)NC(=S)Nc1ccc2nc3n(c(=O)c2c1)CCCCC3	13	-17	1	3	-5	-2	-6	0.6	6	-4
CC(C)CCNC(=O)CSc1nc2ccccc2s1	0	2	-5	7	-5	-9	-13	0.5	-2	-6
CC1(C)CCC/C(=C\c2ccccc2)C1=O	1	x	2	x	-2	-2	-1	-0.9	2	0
CCc1c(C)nc2ncnn2c1Nc1ccccc1C	3	16	-21	7	x	12	-4	-5.6	u	9
Cc1cccc(-n2c(C)nc3cc(C(=O)NCC4CCCO4)ccc32)c1 (centres undefined)	3	-15	2	-6	3	1	0	-0.3	12	2

Screens deposited in PubChem by several laboratories.
